Screening data as filed in PubChem BioAssay.
ARFGAP1 inhibitor = rat ARFGAP1 inhibition; AID 651572; Q62848; Arfgap1-stimulated ARF1 GTP hydrolysis, GDP FP detection; 360,000 compounds, 0.26% hits; inhibition, % at 16.5 µM;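 active means inhibition above a per-plate limit, mean inhibition of low control wells plus 3 SD, cut at about 25% in these data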;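 further: 0% = DMSO wells with enzyme and 100% = wells lacking Arfgap1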
Target sequence (Q62848 1-136 limits assumed): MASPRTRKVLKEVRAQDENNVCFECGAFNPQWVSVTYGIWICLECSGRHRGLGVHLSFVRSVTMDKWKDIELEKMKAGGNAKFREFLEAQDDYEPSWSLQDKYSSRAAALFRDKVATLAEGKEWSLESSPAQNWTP
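Material – truncated rat Arfgap1 GAP domain · Buffer or medium – HEPES-based buffer, pH 7.5 · Reagent – human ARF1(Δ1-17)-GTP substrate · Dosing – 16.5 µM single point, 1.26% DMSO · Schedule – GTP hydrolysis reaction 2 h at 25 °C · Technique – GDP detection by fluorescence polarization · Benchmarks – No-Arfgap1 wells (100%) versus DMSO full-reaction wells (0%) · Repeats – single replicate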
sPLA2-III inh = Blocks human group III sPLA2 activity. QFRET BODIPY PC-A2 liposome hydrolysis, fluorescence. inhibition, % at 12.2 µM. 370,000 compounds, 0.56% hits. Q9NZ20;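 active means inhibition above mean plus 3 SD of compounds lying within the high and low control bounds, cut at about 19% in these data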;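 further: 0% = median of test compound wells and 100% = no enzyme DMSO wells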
Target sequence (Q9NZ20 whole entry, looked up): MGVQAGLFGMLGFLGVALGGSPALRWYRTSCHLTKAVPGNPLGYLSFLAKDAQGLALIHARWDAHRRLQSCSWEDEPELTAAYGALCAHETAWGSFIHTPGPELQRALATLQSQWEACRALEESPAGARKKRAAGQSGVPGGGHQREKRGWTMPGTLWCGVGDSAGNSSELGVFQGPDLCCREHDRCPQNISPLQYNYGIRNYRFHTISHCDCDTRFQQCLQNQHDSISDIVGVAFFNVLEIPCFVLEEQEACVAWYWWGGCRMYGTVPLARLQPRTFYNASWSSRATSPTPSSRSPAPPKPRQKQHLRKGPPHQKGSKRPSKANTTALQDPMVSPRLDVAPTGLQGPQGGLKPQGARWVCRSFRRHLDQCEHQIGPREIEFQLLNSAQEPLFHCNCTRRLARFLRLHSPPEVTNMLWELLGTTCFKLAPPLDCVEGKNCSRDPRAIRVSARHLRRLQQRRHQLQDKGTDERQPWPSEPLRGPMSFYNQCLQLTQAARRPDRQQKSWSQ
PLCb3 inh = blocks human PLC-beta3 enzyme activity; Purified PLC-beta3, fluorogenic substrate, fluorescence; AID 720704; 370,000 compounds, 0.18% hits; Q01970; inhibition, % at 12.2 µM; in the data active means inhibition above about 11%;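 further: 0% = median of compound wells on plate and 100% = full blocker control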
Tn7 DDE FP = inhibitors of Tn7 peptide binding to human fibrin DD(E); FP displacement of FITC-Tn7 peptide from fibrin DD(E); 0% = median of compound wells per plate; inhibition, % at 8.3 µM; 370,000 compounds, 0.13% hits; AID 720508;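 active means inhibition above the mean of compounds falling within the control limits plus 3 SD of them, cut at about 14% in these data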;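 further: 0% = plate median of compound wells and 100% = 10 µM Aha-Tn7 peptide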
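Assay system: human fibrin DD(E) protein / Input: 2 µM fibrin DD(E) / Benchmarks: high control of 10 µM Aha-Tn7 peptide / Measured by: fluorescence polarization of the labelled Tn7 tracer / Medium: Tris buffer with calcium and detergent, pH 7.8 / Timing: 10 min compound pre-incubation, 3 h probe incubation at room temperature / Repeats: one replicate per compound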
UHRF1 MBD2 ctr = blocks human UHRF1 binding to methylated DNA | 370,000 compounds, 0.75% hits | AID 687016 | UHRF1 binding to methylated oligo, TR-FRET | inhibition, % at 4.4 µM | Q96T88; in the data active means inhibition above about 21%;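 further: UHRF1 SRA domain binding a hemimethylated CpG hairpin DNA probe; 0% = median of test compound wells and 100% = reference inhibitor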
DDE Tn6 FP inh = DD(E)-Tn6 binding inhibition, primary FP screen. inhibition, % at 8.3 µM. P02675. 370,000 compounds, 0.21% hits. Fibrin DD(E) TRITC-Tn6 fluorescence polarization displacement;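 active means inhibition above a per-campaign cutoff: mean of compounds within control limits plus 3 SD, cut at about 15% in these data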;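 further: 0% = median of all compound wells on the plate and 100% = blocking peptide control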
Rev-erbA mod = modulators of human Rev-erb alpha DNA binding. Rev-erbα–FITC-DNA binding, fluorescence polarization, 90 min. activity, % at 10 µM. 370,000 compounds, 0.79% hits;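 active means activity above about 14%, limit read from the data; passing the limit was not always enough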;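 further: 0% = DMSO wells with 35 nM protein and 100% = DMSO wells with 750 nM protein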
ASAP1 GAP inh = inhibitors of human ASAP1 ArfGAP activity. AID 624377. inhibition, % at 16.5 µM. 360,000 compounds, 0.19% hits. ASAP1-stimulated ARF1 GTP hydrolysis, GDP FP detection; in the data active means inhibition above about 25%;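 further: 0% = vehicle with enzyme and substrate and 100% = no enzyme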
PLCg1 inh = blocks human PLC-gamma1 enzyme activity | 370,000 compounds, 0.84% hits | P19174 | inhibition, % at 12.2 µM | purified PLC-gamma1, fluorogenic substrate, fluorescence | AID 720700; in the data active means inhibition above about 9.5%
proKLK7 act = proKLK7 (human) activation, primary screen; P49862; purified proKLK7, EDANS-DABCYL substrate fluorescence; 100% is mature enzyme control, 0% vehicle; activation, % at 7 µM; 370,000 compounds, 0.9% hits; AID 652039;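 active means activation above the mean of all tested compounds plus 3 SD, computed per campaign excluding outliers beyond control limits, cut at about 13% in these data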
Target sequence (P49862 whole entry, looked up): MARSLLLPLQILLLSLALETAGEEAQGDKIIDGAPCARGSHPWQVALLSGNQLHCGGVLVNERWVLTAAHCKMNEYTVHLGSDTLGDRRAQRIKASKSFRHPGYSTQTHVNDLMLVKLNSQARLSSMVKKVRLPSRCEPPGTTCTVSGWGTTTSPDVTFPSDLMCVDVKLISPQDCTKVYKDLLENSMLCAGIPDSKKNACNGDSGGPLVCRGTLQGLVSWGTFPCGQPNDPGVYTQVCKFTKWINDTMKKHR
* hit, by the source's call.

SMILES | ARFGAP1 inhibitor | sPLA2-III inh | PLCb3 inh | Tn7 DDE FP | UHRF1 MBD2 ctr | DDE Tn6 FP inh | Rev-erbA mod | ASAP1 GAP inh | PLCg1 inh | proKLK7 act
O=C(N/N=C/c1ccc(-c2cccc(C(F)(F)F)c2)o1)c1cccc(F)c1 | 4.7 | 0.2 | -53.3 | 0.8 | -0.9 | -4.9 | -0.8 | 0.4 | -40.1 | -66.3
CC(OC(=O)c1ccc(S(=O)(=O)N(C)C)cc1)C(=O)Nc1ccc(Cl)cn1 (stereo not given) | 3.8 | 3.5 | 0.8 | 1.8 | 1.0 | 1.2 | -0.2 | -2.2 | -1.4 | 0.1
O=C(Nc1ccc(S(=O)(=O)N2CCCCC2)cc1)c1ccccc1F | 3.6 | -0.7 | -5.0 | 9.0 | -0.9 | 2.6 | -1.6 | 8.5 | 1.5 | 0.0
CN(C)C(=O)CSc1ncnc2scc(-c3ccccc3)c12 | 8.6 | 1.3 | 0.9 | 1.0 | 1.0 | 7.0 | 0.6 | 1.3 | 2.2 | 0.1
Cn1c(=O)[nH]c(=O)c2c1nc(CN1CCOCC1)n2CCCO | 3.0 | 6.5 | -1.1 | 1.2 | 2.4 | 3.3 | -5.8 | -2.7 | 0.3 | 0.9
Cc1sc2ncnc(N3CCC(C(=O)NNC(=O)c4ccc(F)cc4)CC3)c2c1C | 1.8 | -0.9 | -27.1 | 3.4 | 1.1 | 3.4 | -4.3 | 9.1 | -11.1 | 0.5
CCOC(=O)C1CCN(Cc2ccc(OC)c(C)c2OC)CC1 | 2.7 | -0.4 | 0.3 | -4.6 | -0.8 | 4.3 | -3.1 | 9.8 | 4.1 | -0.3
O=C(c1c(O)c2ccccc2oc1=O)C1CCCCC1 | 1.4 | 3.6 | -0.8 | -3.5 | -0.1 | -1.3 | -5.1 | -14.5 | -1.9 | -0.2
CC(C)(C)c1ccccc1OCC(=O)NCc1ccccc1 | 0.9 | -4.5 | -8.6 | 2.7 | -1.8 | -5.0 | -2.5 | -1.8 | -2.0 | 0.0
c1cnc(SCCOc2ccc3c(c2)CCC3)nc1 | 2.7 | -6.0 | 1.1 | -4.3 | -2.5 | -6.9 | 7.5 | -0.9 | -0.1 | 0.8
Cn1ncc([N+](=O)[O-])c1C(=O)Nc1ccccc1C(=O)O | 1.8 | 5.5 | -7.5 | 1.7 | -2.8 | -7.4 | 0.6 | 11.8 | -1.6 | -0.5
CCOC(=O)c1c(NC(=O)CC(C)C)sc(C(C)=O)c1C | -2.2 | 2.0 | 2.2 | -3.0 | -2.2 | 6.1 | 2.0 | -1.2 | 4.1 | 0.0
Cc1ccccc1NC(=O)Cn1cccc1 | 7.5 | 3.2 | 1.3 | -3.3 | 2.5 | 1.1 | 0.3 | -3.2 | 1.3 | -0.1
Cc1ccccc1NC(=S)NNC(=O)c1ccoc1C | 0.7 | 10.0 | -0.4 | 0.8 | -1.8 | -1.8 | -0.5 | 14.7 | 4.1 | 0.6
CCN1C(=O)C(CC(=O)Nc2ccc(OC)cc2)N(CCc2ccccc2)C1=S (stereo not given) | -10.4 | -33.9 | 2.8 | -4.7 | -3.0 | 7.3 | -1.6 | 10.6 | 2.8 | 0.3

By substructure, the compounds so far containing a furan ring, fused or not (2)
SMILES | ARFGAP1 inhibitor | sPLA2-III inh | PLCb3 inh | Tn7 DDE FP | UHRF1 MBD2 ctr | DDE Tn6 FP inh | Rev-erbA mod | ASAP1 GAP inh | PLCg1 inh | proKLK7 act
O=C(N/N=C/c1ccc(-c2cccc(C(F)(F)F)c2)o1)c1cccc(F)c1 | 4.7 | 0.2 | -53.3 | 0.8 | -0.9 | -4.9 | -0.8 | 0.4 | -40.1 | -66.3
Cc1ccccc1NC(=S)NNC(=O)c1ccoc1C | 0.7 | 10.0 | -0.4 | 0.8 | -1.8 | -1.8 | -0.5 | 14.7 | 4.1 | 0.6

Further records follow.
SMILES | ARFGAP1 inhibitor | sPLA2-III inh | PLCb3 inh | Tn7 DDE FP | UHRF1 MBD2 ctr | DDE Tn6 FP inh | Rev-erbA mod | ASAP1 GAP inh | PLCg1 inh | proKLK7 act
CCOC(=O)c1c(C)[nH]c(C(=O)C(C)Cl)c1C (stereo not given) | 5.0 | 2.5 | -0.2 | -3.7 | 7.6 | -7.5 | -0.6 | -6.7 | 0.4 | 0.3
CN(C)CCCNS(=O)(=O)c1ccc(NC2CCCCCC2)c([N+](=O)[O-])c1 | -10.7 | -26.2 | -4.3 | -8.7 | -10.3 | 5.3 | 3.8 | 0.6 | 15.0* | -0.1
COc1ccccc1NC(=O)/C(C#N)=C/c1cccn1C | -1.2 | 0.4 | -5.0 | -4.7 | -0.3 | 5.9 | 8.0 | 6.1 | 2.3 | -0.2
Cc1ccc(S(=O)(=O)c2nc(-c3ccccc3)oc2NCCN2CCOCC2)cc1 | -4.3 | -7.5 | -10.5 | -8.9 | -3.1 | -2.5 | -9.7 | -5.2 | -10.5 | 0.3
O=C(Cc1nc(=O)c2ccccc2s1)Nc1ccccc1 | 5.3 | -2.6 | -9.5 | -1.8 | 4.8 | 2.2 | -4.1 | -17.4 | -4.6 | -1.1
CC(C)NC(=O)Nc1cccc2c1O[C@H](CN(C)S(=O)(=O)c1cccs1)[C@@H](C)CN([C@H](C)CO)C2=O | -4.1 | 1.2 | 3.1 | 3.2 | -1.2 | 0.0 | 2.5 | -2.9 | -1.5 | -0.3
CCCCN1C(=N)N([C@@H](C)CN2CCC[C@H]2CN2C(N)=NC[C@@H]2Cc2ccccc2)C[C@H]1Cc1ccccc1 | -2.7 | -4.9 | -0.3 | -1.1 | 0.5 | 0.4 | -1.7 | 2.6 | 3.7 | -0.2
Cc1ccc([N+](=O)[O-])cc1S(=O)(=O)Nc1ccc(C(=O)NCc2ccccn2)cc1 | 2.8 | 4.5 | -8.8 | 5.4 | 0.2 | -8.1 | 9.3 | 1.6 | -4.9 | 0.3
NNC(=O)c1cccnc1Oc1ccccc1 | -1.0 | -4.5 | -6.8 | 3.6 | -1.8 | 6.6 | -3.9 | -5.2 | -1.1 | 0.2
CC(=O)c1ccc(NC(=O)c2cnn3ccccc23)cc1 | 12.0 | -2.9 | -14.7 | -2.7 | -1.2 | 0.6 | -3.5 | -2.1 | -11.8 | 0.2
CCCCn1c(N)c(N(CCOC)C(=O)C2CCN(S(=O)(=O)c3ccc(C)cc3)CC2)c(=O)[nH]c1=O | -6.4 | 21.7* | -8.0 | 2.2 | 5.1 | -1.7 | -0.9 | -1.7 | 1.2 | 0.5
CCCCn1c(N)c(N(CC)C(=O)/C=C/c2ccco2)c(=O)[nH]c1=O | 8.1 | 6.8 | -9.4 | -1.1 | 7.8 | 1.2 | 0.2 | -4.2 | -2.0 | 0.2
O=C(Oc1ccc(C(=S)N2CCOCC2)cc1)c1ccc([N+](=O)[O-])cc1[N+](=O)[O-] | 7.7 | -4.1 | -5.2 | -2.7 | -0.4 | -2.1 | 3.8 | -4.2 | -0.2 | -0.3
CCN(CC)CCNC(=O)c1ccc(NC(=O)c2ccc(F)cc2)cc1 | -9.2 | 2.2 | -8.6 | 1.4 | -2.4 | -0.8 | -3.6 | -3.0 | -1.5 | -0.8
O=C(Cc1cccs1)NNC(=O)c1ccc(F)cc1 | -1.1 | -4.9 | 2.5 | 1.0 | -1.1 | 2.7 | -0.7 | -18.2 | 0.7 | 0.3
CCN(CC(=O)NCc1ccc(F)cc1)C(=O)c1ccc(C(=O)c2ccccc2)cc1 | -4.0 | -4.3 | -6.1 | -1.4 | -1.1 | -3.8 | -3.2 | 0.8 | -0.6 | -0.6
O=c1n(-c2ccccc2)c(=O)n2n1CCC2 | 6.6 | 1.8 | 3.4 | -8.5 | 4.2 | 2.1 | 3.9 | -1.9 | 6.1 | -0.4
COC(=O)C1CCN(C(=O)CN2C(=O)c3ccccc3S2(=O)=O)CC1 | -6.3 | 11.4 | -2.0 | -6.0 | 2.6 | 4.6 | -1.7 | -1.0 | 4.0 | 0.8
Cc1ccc(/C(O)=C2\C(=O)C(=O)N(CC(C)O)C2c2ccc(N(C)C)cc2)cc1 (stereo not given) | -4.8 | 5.6 | -3.1 | 3.9 | -3.8 | 5.7 | 0.3 | 0.1 | -1.1 | -0.3
O=C(Nc1cccc(C(F)(F)F)c1)c1cc2ncc(Br)cn2n1 | 0.0 | 3.2 | 0.2 | -2.6 | -4.7 | 0.8 | 1.4 | -0.5 | 3.1 | 0.3
O=C(Cc1cccc(NC(=O)C2CCCN(C(=O)c3ccccc3)C2)c1)Nc1ccc(C(=O)N2CCCCC2)cc1 (stereo not given) | 4.1 | -10.1 | 2.6 | -5.6 | -0.2 | -9.7 | -1.3 | -4.9 | 4.8 | 1.1
COc1ccc(-n2nnc3c(SCc4ccccc4)ncnc32)cc1 | -0.5 | -3.0 | -35.8 | -12.1 | -0.4 | -5.5 | -3.0 | -6.5 | 1.5 | 0.5
CC(=O)c1c(C)n(CC(=O)NCc2ccco2)c2ccccc12 | -1.2 | 0.5 | -6.6 | -1.5 | -1.4 | -2.1 | -2.7 | -5.3 | -0.5 | 0.1
CCc1c(C)sc(NC(=O)c2cccs2)c1C(N)=O | -1.0 | 4.8 | -54.7 | 0.9 | 0.3 | -2.2 | -2.9 | 3.4 | -45.0 | 0.4
CC1(C2CC2)NC(=O)N(CC(=O)NCc2ccc(Cl)cc2Cl)C1=O (stereo not given) | -10.3 | -1.5 | -4.9 | -4.0 | -0.1 | -2.2 | 3.7 | -8.2 | -1.5 | 0.2
Cc1cc(C)n(C(=O)CCC(=O)NCc2ccccc2)n1 | -0.5 | 8.5 | -0.8 | 6.0 | 5.8 | 8.5 | -4.6 | 8.3 | 0.4 | -0.6
CCN(c1ccccc1)S(=O)(=O)c1ccc(Cl)c(NC(=O)COC(=O)C2CC2C)c1 (stereo not given) | 0.3 | -4.3 | 2.5 | -9.4 | 1.4 | -7.5 | -3.5 | 15.6 | -0.7 | 0.6
CCCC(=O)NCCCc1nc2ccccc2n1C | -1.0 | 1.7 | -3.6 | 0.4 | -1.5 | 1.5 | -0.5 | -3.7 | -2.9 | -0.3
Clc1ccc(COc2cccc(CNCc3ccncc3)c2)cc1 | -18.0 | -5.1 | -6.1 | 0.8 | 1.1 | 2.8 | 0.4 | 1.9 | 3.2 | -0.8
O=C(CNC(=O)c1ccco1)NCC(c1ccco1)N1CCCCC1 (stereo not given) | -6.9 | 1.3 | -5.8 | 1.6 | -1.8 | 2.3 | -2.2 | 11.3 | -5.9 | -0.3
O=C(Nc1ccc(Cl)cc1)C1=Cc2ccccc2OC1 | 7.0 | -12.0 | -10.4 | 1.9 | -2.5 | -5.2 | 3.7 | 9.6 | -9.1 | 0.1
CCCn1c(C)nnc1SCC(=O)NC1CCCCC1 | -8.7 | 7.1 | -8.0 | 5.1 | 3.7 | 2.6 | 0.1 | -14.1 | -2.5 | 0.6
CC(C)C(=O)N1CCN(c2ccccc2NC(=O)c2cccc(Cl)c2)CC1 | 12.5 | -0.3 | 2.4 | -3.6 | 1.1 | -2.2 | 1.7 | 14.1 | 0.6 | 0.3
